Screening results deposited in PubChem BioAssay by Sanford-Burnham Center for Chemical Genomics.
Apaf-1 inh = human Apaf-1 inhibition; reconstituted apoptosome caspase-3 activity, DEVD-Rh110 fluorescence; hit rate 0.71% among 330,000; inhibition, % at 20 µM; O14727; active means inhibition of at least 40% at 20 µM;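 further: plate controls were DMSO wells for no effect and DEVD-CHO caspase inhibitor wells for full effect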
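Material: cell-free apoptosome with Apaf-1, procaspase-3 and caspase-9; Buffer or medium: Hepes pH 7.5 with detergent and BSA; Reagent: cytochrome c trigger plus (Z-DEVD)2-Rh110 caspase-3 substrate; Times: compound with Apaf-1, dATP, procaspase-3 30 min, then 50 min reaction, room temperature; Technique: Rh110 fluorescence intensity.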
EBI2 block = antagonists of human EBI2 receptor; EBI2 beta-arrestin recruitment, luminescence, 7a,25-OHC stimulated; P32249; inhibition, % at 5 µM; hit rate 0.81% among 360,000; in the data active means inhibition above about 38%;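 further: enzyme fragment complementation signal reports receptor beta-arrestin coupling in cells; 0% = agonist plus DMSO wells and 100% = wells without agonist; some results beyond the cut were filed as inactive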
Target sequence (P32249 whole entry, looked up, the tested form may be a part): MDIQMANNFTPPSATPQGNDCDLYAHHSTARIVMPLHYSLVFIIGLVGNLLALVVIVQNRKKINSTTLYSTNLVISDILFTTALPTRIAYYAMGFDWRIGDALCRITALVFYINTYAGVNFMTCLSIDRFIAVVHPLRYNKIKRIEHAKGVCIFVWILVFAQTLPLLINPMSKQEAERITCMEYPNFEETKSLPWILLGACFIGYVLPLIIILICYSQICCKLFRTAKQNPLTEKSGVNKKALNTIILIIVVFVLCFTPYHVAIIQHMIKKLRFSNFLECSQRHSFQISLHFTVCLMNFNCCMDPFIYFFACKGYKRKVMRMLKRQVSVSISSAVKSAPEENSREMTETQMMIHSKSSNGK
697 NFkB inh = lowers PMA/ionomycin-induced NF-kB signal in 697 B cells; 697 B-cell NF-kB luciferase reporter, 16 h; inhibition, % at 4 µM; hit rate 0.33% among 330,000; AID 435022; in the data active means inhibition above about 35%
Jurkat NFkB inh = inhibitors of the PMA/ionomycin-induced NF-kB reporter in Jurkat cells | PMA/ionomycin-induced NF-kB luciferase reporter, luminescence | inhibition, % at 4 µM | hit rate 0.53% among 330,000 | AID 435003
UBC13 inh = human UBC13 polyubiquitination inhibition; P61088; inhibition, % at 20 µM; hit rate 0.47% among 330,000; UBC13 polyubiquitin chain formation, TR-FRET; in the data active means inhibition above about 45%, passing the limit was not always enough; inconclusive means no clear call, values can overlap the other calls
Gli-Sufu block = blocks Gli-Sufu signaling in a luciferase reporter; Sufu-KO-LIGHT fibroblasts, Gli luciferase reporter luminescence; inhibition, % at 5 µM; hit rate 0.74% among 340,000;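 active means inhibition above about 55%, limit read from the data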;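 further: 0% = DMSO-treated cells and 100% = wells with medium but no cells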
SENP8 inh = SENP8 protease inhibition; hit rate 1.2% among 330,000; purified SENP8, Z-RLRGG-aminoluciferin cleavage, luminescence; AID 2540; inhibition, % at 10 µM; Q96LD8
Target sequence (Q96LD8 whole entry, looked up): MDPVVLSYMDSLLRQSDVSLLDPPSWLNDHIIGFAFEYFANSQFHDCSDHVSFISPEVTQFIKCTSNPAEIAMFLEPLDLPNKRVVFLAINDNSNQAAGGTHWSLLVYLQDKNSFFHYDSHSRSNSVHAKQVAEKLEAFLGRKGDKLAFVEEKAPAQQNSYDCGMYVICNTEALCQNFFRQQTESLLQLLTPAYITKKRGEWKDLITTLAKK
CCR6 antagonist = blocks CCL20-driven beta-arrestin recruitment at human CCR6 | CHO-K1 CCR6 PathHunter beta-arrestin, luminescence, CCL20-stimulated | inhibition, % at 20 µM | AID 493098 | P51684 | hit rate 0.49% among 340,000;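 active means compounds whose inhibition of the agonist-driven luminescence signal at 20 µM reaches about 50%, limit read from the data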;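 further: cells stimulated with CCL20 at 14 nM final; plate controls were DMSO with CCL20 for no effect and DMSO without agonist for full effect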
Target sequence (P51684 whole entry, looked up): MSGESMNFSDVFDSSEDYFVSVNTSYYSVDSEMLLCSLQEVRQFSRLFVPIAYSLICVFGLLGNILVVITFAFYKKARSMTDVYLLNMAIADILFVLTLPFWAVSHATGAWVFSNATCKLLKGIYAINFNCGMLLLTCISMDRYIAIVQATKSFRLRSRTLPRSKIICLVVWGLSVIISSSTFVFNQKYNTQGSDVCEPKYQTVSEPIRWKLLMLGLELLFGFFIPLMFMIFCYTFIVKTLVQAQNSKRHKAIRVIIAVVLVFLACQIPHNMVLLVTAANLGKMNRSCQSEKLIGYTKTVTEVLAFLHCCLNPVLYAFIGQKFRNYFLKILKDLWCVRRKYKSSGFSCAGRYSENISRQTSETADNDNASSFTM
* = called active by the depositor; ? = inconclusive; / = no result given; & = joins results of further samples. Unless noted, no stated cut-off is given here; in the data, active means inhibition above about 50%; inactive means the rest. An excerpt (hit frequency here may not be typical).

SMILES | Apaf-1 inh | EBI2 block | 697 NFkB inh | Jurkat NFkB inh | UBC13 inh | Gli-Sufu block | SENP8 inh | CCR6 antagonist
CCCCCCC(=O)c1c(O)n(-c2ccc(OC)cc2)c(=O)[nH]c1=O (tested in a mixture with another compound) | -4 | 6 | 8 | 6 | -4 | 3 | -3 | 2
O=C1CC2OCC=C3CN4CCC56c7cc([N+](=O)[O-])ccc7N1C5C2C3CC46 (stereo not drawn) | -9 | 3 | -12 | -4 | -7 | 12 | -10 | 11
CC(N)Cc1ccccc1Sc1ccc(O)cc1 (stereo not drawn) | 11 | / | 2 | 7 | 2 | / | -10 | /
CCn1c(O)c(C=Nc2ccc(S(N)(=O)=O)cc2)c(=O)n(CC)c1=S | 2 | -7 | 19 | 14 | 4 | 14 | 0 | -11
CC1(C)COC(Nc2ccc(Cl)cc2)=N1 | 11 | -14 | -37 | -8 | -24 | 1 | -1 | 9
CN1CCN(c2ccccc2N)CC1 | -4 | -3 | 8 | 6 | 4 | 2 | 4 | 8
Cc1cc(/C=C2\C(=O)NC(=O)N(Cc3ccccc3)C2=O)c(C)n1C1CC1 | 13 | -2 | -2 | 1 | -6 | -7 | -6 | 18
O=c1[nH]c(O)c(C=Nc2cccc(F)c2)c(=O)[nH]1 | 2 | -8 | -3 | -14 | 0 | -5 | -6 | 0
O=C1Nc2ccccc2C(c2ccccc2)=NC1O (stereo not drawn) | 5 | -11 | -11 | 4 | -1 | 0 | 6 | -3
C=CCn1c(O)c(C(CC)=Nc2cc(OC)ccc2OC)c(=O)[nH]c1=O | -7 | -3 | 17 | 3 | 0 | 14 | -3 | 0
COc1ccc(-c2nc3ccccc3c(=O)n2-c2ccc(OC)cc2)cc1 | -2 | 0 | 14 | 0 | 20 | 8 | 2 | 3
Cc1nc2ccc(N3CCN(C)CC3)cc2nc1C | -8 | -3 | -18 | -62 | 13 | 2 | -5 | 0
CCC(=NCCc1ccccc1)c1c(O)n(C)c(=O)n(C)c1=O | -7 | 10 | -53 | -10 | 3 | 9 | -7 | 1
COc1cc(C2c3cc4c(cc3CC3COC(=O)C32)OCO4)cc(OC)c1OC (stereo not drawn) | 0 | -10 | -29 | 53* | 11 | 42 | -1 | -3
Cc1cccc(N2C(=O)NC(=O)/C(=C\c3ccc(N4CCOCC4)cc3)C2=O)c1 | -10 | 1 | -2 | -8 | -5 | -7 | -6 | -2
COc1ccccc1-n1c(-c2ccccc2F)nc2ccccc2c1=O | 7 | -17 | 7 | -6 | 1 | 7 | 0 | 5
COc1cccc(-c2nn(Cc3ccccc3)cc2C(=O)O)c1 | 3 | 7 | 8 | -10 | 0 | -2 | -3 | -10
Cc1cc(NC(=O)COC(=O)c2c(C)nn(Cc3ccccc3Cl)c2Cl)no1 | 4 | -4 | 20 | 0 | -1 | 2 | 4 | 3
CCC1(C)CN(S(=O)(=O)OCC(Cl)(Cl)Cl)C(=O)N1 (stereo not drawn) | 9 | -20 | -18 | -6 | -6 | -52 | -2 | 8
COc1ccc(C(=O)O/N=C(/C(N)=O)P(=O)(OC(C)C)OC(C)C)cc1 | 3 | 3 | -9 | -11 | -6 | 13 | -3 | 14

Ordered by count of non-hydrogen atoms (falling): ten of the compounds above.
SMILES | Apaf-1 inh | EBI2 block | 697 NFkB inh | Jurkat NFkB inh | UBC13 inh | Gli-Sufu block | SENP8 inh | CCR6 antagonist
Cc1cccc(N2C(=O)NC(=O)/C(=C\c3ccc(N4CCOCC4)cc3)C2=O)c1 | -10 | 1 | -2 | -8 | -5 | -7 | -6 | -2
Cc1cc(NC(=O)COC(=O)c2c(C)nn(Cc3ccccc3Cl)c2Cl)no1 | 4 | -4 | 20 | 0 | -1 | 2 | 4 | 3
Cc1cc(/C=C2\C(=O)NC(=O)N(Cc3ccccc3)C2=O)c(C)n1C1CC1 | 13 | -2 | -2 | 1 | -6 | -7 | -6 | 18
C=CCn1c(O)c(C(CC)=Nc2cc(OC)ccc2OC)c(=O)[nH]c1=O | -7 | -3 | 17 | 3 | 0 | 14 | -3 | 0
CCCCCCC(=O)c1c(O)n(-c2ccc(OC)cc2)c(=O)[nH]c1=O (tested in a mixture with another compound) | -4 | 6 | 8 | 6 | -4 | 3 | -3 | 2
COc1cccc(-c2nn(Cc3ccccc3)cc2C(=O)O)c1 | 3 | 7 | 8 | -10 | 0 | -2 | -3 | -10
O=C1Nc2ccccc2C(c2ccccc2)=NC1O (stereo not drawn) | 5 | -11 | -11 | 4 | -1 | 0 | 6 | -3
O=c1[nH]c(O)c(C=Nc2cccc(F)c2)c(=O)[nH]1 | 2 | -8 | -3 | -14 | 0 | -5 | -6 | 0
CC1(C)COC(Nc2ccc(Cl)cc2)=N1 | 11 | -14 | -37 | -8 | -24 | 1 | -1 | 9
CN1CCN(c2ccccc2N)CC1 | -4 | -3 | 8 | 6 | 4 | 2 | 4 | 8

Two successive records from above, for reference:
SMILES | Apaf-1 inh | EBI2 block | 697 NFkB inh | Jurkat NFkB inh | UBC13 inh | Gli-Sufu block | SENP8 inh | CCR6 antagonist
CCCCCCC(=O)c1c(O)n(-c2ccc(OC)cc2)c(=O)[nH]c1=O (tested in a mixture with another compound) | -4 | 6 | 8 | 6 | -4 | 3 | -3 | 2
O=C1CC2OCC=C3CN4CCC56c7cc([N+](=O)[O-])ccc7N1C5C2C3CC46 (stereo not drawn) | -9 | 3 | -12 | -4 | -7 | 12 | -10 | 11

The results go on.
SMILES | Apaf-1 inh | EBI2 block | 697 NFkB inh | Jurkat NFkB inh | UBC13 inh | Gli-Sufu block | SENP8 inh | CCR6 antagonist
COc1ccc2cc(C(=O)C3CCCN(C4CCOCC4)C3)ccc2c1 (stereo not drawn) | -21 | 6 | -9 | 6 | 15 | 43 | -1 | -6
CCOc1ccc(-n2c(O)c(C=Nc3ccc(N4CCOCC4)cc3)c(=O)[nH]c2=O)cc1 | -1 | -18 | -15 | -13 | -14 | 1 | -8 | -6
N#Cc1ccc(NC(=O)CN2CCCC2)cc1Cl | 0 | -9 | 5 | -17 | 1 | 13 | -4 | -2
COc1ccccc1CN1CCN(Cc2ccc(Cl)cc2)CC1 | -10 | 0 | 3 | 0 | 7 | 6 | 12 | 5
O=C(O)c1ccccc1NC(=O)N1C[C@H]2C[C@@H](C1)c1cccc(=O)n1C2 | -5 | -5 | 18 | 3 | 8 | -3 | -5 | -17
C[C@]12CCC3C(C(=O)C[C@H]4C[C@@H](O)CC[C@]34C)C1CCC2=O (stereo partly drawn) | 0 | 1 | 21 | -1 | 14 | 12 | 7 | 10
COc1ccc(CC(=O)N2CCN(C)CC2)cc1OC | -8 | 7 | 5 | 8 | 2 | 0 | 0 | 8
O=P(NC(c1ccccc1)c1ccccc1)(Oc1ccccc1)Oc1ccccc1 | 5 | 17 | 14 | -1 | 11 | 14 | -4 | 15
O=C(O)C1(c2ccc(Cl)cc2)CCC1 | -9 | 4 | 13 | 7 | 9 | 23 | 2 | -3
CN1CCc2nc3ccc(F)cc3c(C(N)=O)c2C1 | -2 | -19 | -11 | 2 | 0 | -43 | -7 | 25
O=C(Cc1ccccc1)N1CCN(Cc2ccccn2)CC1 | -10 | -13 | 8 | 3 | 6 | 4 | -6 | 2
CN(C)CCOC(=O)c1cn(Cc2ccccc2)c2ccccc12 | 0 | -4 | -29 | 11 | 20 | 9 | -6 | -6
Fc1ccccc1N1CCN(Cc2c(F)cccc2F)CC1 | -10 | 0 | 7 | 4 | 5 | 2 | 7 | -2
CC(=O)NC(Cc1ccc(N(CCCl)CCCl)cc1)C(=O)O (stereo not drawn) | 0 | -6 | 11 | 11 | 2 | 8 | 5 | -5
O=C1CCN(C(=O)CCCn2c(=O)oc3ccccc32)CC1 | 6 | -10 | 13 | -6 | -2 | -4 | 4 | -2
O=C(C1CC(=O)N(c2ccc(F)c(Cl)c2)C1)N1CCC2(CC1)OCCO2 (stereo not drawn) | -24 | -8 | -27 | -31 | 1 | 0 | 2 | 0
O=c1c2ccccc2nc(N2CCCC2)n1-c1ccc(Cl)cc1 | 22 | 1 | -27 | -11 | 24 | 2 | -4 | 14
CCC(COC(=O)c1cc(OC)c(OC)c(OC)c1)(c1ccccc1)N(C)C (stereo not drawn) | 16&5 | 7&14 | -19&-7 | -13&-16 | 3&2 | 15&4&27 | -8&-6 | 10&12&13
c1ccc2c(c1)-c1cccc3cccc-2c13 | 10 | -5 | 12 | -1 | ? | 3 | -1 | -3
COC(=O)C1=C(c2cccc(OC)c2OC)C[C@@H]2CC[C@H]1N2C | -2 | 4 | 23 | -1 | 4 | 2 | 8 | -1
CC1CCCCN1C(=O)Cn1cc(C=C2C(=O)N(C)C(=O)N(C)C2=O)c2ccccc21 (stereo not drawn) | 3 | 4 | -4 | 4 | -12 | -3 | 8 | 21
CCCCn1c(O)c(C(CC)=NC(C)c2ccccc2)c(=O)[nH]c1=O (stereo not drawn) | 11 | -1 | 17 | 6 | 4 | 9 | -3 | 11
N#CC1=C(N)Oc2c(c(=O)oc3ccccc23)C1c1ccncc1 (stereo not drawn) | -8 | -7 | -3 | -9 | 0 | 0 | -4 | 5
Clc1ccc2[nH]c3c(c2c1)CCNC3 | -4 | -19 | 15 | 19 | 12 | 4 | -3 | 9
CCOP(=O)(OCC)C(NC(=O)c1ccccc1)=C(Cl)Cl | 1 | -4 | 10 | 0 | -4 | 1 | -6 | -5
O=C1NC(=S)NC(=O)C1=Cc1ccc(Br)s1 | -13 | 8 | -3 | -18 | -11 | 2 | 1 | 23
CN(C)C(CNC(=O)Cc1ccc(Br)cc1)c1ccccc1 (stereo not drawn) | 0 | 11 | 4 | 12 | 7 | 2 | 4 | 5
CC(=Nc1ccc2c(c1)CCC2)c1c(O)n(C2CCCCC2)c(=O)[nH]c1=O | 29 | 1 | -9 | 11 | -12 | -5 | -2 | -3
O=C(COc1ccc(Cl)cc1)N(c1ccc(Cl)cc1)C1CN2CCC1CC2 (stereo not drawn) | 5 | 3 | -2 | -7 | -1 | 15 | -7 | 12
Cc1cccc(NC(=O)[C@@H](NC(=O)N2C[C@H]3C[C@@H](C2)c2cccc(=O)n2C3)C(C)C)c1 | -6 | -2 | -14 | 0 | 0 | 9 | -10 | -17
C=CCc1cc(C=C2C(=O)NC(=O)NC2=O)cc(OC)c1OCc1ccc(C(=O)O)cc1 | 1 | -11 | 25 | -10 | -14 | 2 | -1 | -7
CCC1CO/C(=C(\C(Cl)=C(Cl)Cl)[N+](=O)[O-])N1Cc1ccc(Cl)nc1 (stereo not drawn) | -2 | 7 | 18 | -20 | 1 | 8 | 12 | 9
CCOC(=O)C1(CCCc2ccccc2)CCN(C2CCCC2)CC1 | 6 | 10 | -54 | 17 | 5 | 35 | -10 | 5
Cc1nc2ccccc2c(=O)n1-c1ccncc1 | -11 | 0 | 14 | -4 | 16 | 8 | -1 | 10
COc1ccc(C(=O)C2CCCN(Cc3ccc(C)s3)C2)cc1OC (stereo not drawn) | -8 | -1 | 8 | -4 | 12 | 17 | -4 | 6
O=C(c1ccccc1)c1cn(CC(=O)N2CCCc3ccccc32)c2ccccc12 | 5 | 13 | 10 | 0 | 25 | 2 | -3 | 23
c1ccc(CNCCc2ccc3c(c2)OCO3)nc1 | -1 | -16 | -6 | -10 | -7 | -1 | -7 | -3
O=C(CN1CCN(CCO)CC1)Nc1ccc(Cl)cc1C(=O)c1ccccc1 | -4 | -4 | 11 | 7 | -1 | 7 | 2 | -9
COC(=O)C1=C(c2ccccc2OCc2ccccc2)C[C@@H]2CC[C@H]1N2C(=O)NCc1ccc(Cl)cc1 | 14 | 44* | -12 | 0 | -8 | 12 | 1 | 20
